# Gal4-VP16 FLuc – VP16 counterscreen qHTS for inhibitors of ROR gamma transcriptional activity. Drosophila S2 Gal4-VP16 UAS-luciferase, luminescence, 20 h. Potency, µM (series often up to 53.6 µM), without a hit: top-dose activity, negative = inhibition, usual class: inhibitors. actives 3.5% (n = 310,000). AID 2546, 2010;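 further: Gal4-VP16 expression switched on by copper sulfate through the metallothionein promoter; potency means the concentration at half of the fitted maximal effect; on the % scale 0 is the no-effect control and ±100 the full control effect; nearly all actives have a fitted effect of over 50% in size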
# FLuc counter – qHTS profiling assay for firefly luciferase inhibitor/activator using purifed enzyme and Km concentrations of substrates (counterscreen for miR-21 project) | Luciferin 4-monooxygenase (Photinus pyralis), P08659 | purified FLuc, Km substrates, luminescence inhibition | Potency, µM (highest dose often 57.5 µM), inactives show at the highest dose activity change, negative = inhibition, usual class: inhibitors | actives 6.9% (n = 360,000) | AID 588342, 2011;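 further: potency means the concentration at half of the fitted maximal effect; plate controls were vehicle for no effect and reference inhibitor for full effect; nearly all actives have a fitted effect of over 55% in size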
# Target sequence (P08659 whole entry, looked up): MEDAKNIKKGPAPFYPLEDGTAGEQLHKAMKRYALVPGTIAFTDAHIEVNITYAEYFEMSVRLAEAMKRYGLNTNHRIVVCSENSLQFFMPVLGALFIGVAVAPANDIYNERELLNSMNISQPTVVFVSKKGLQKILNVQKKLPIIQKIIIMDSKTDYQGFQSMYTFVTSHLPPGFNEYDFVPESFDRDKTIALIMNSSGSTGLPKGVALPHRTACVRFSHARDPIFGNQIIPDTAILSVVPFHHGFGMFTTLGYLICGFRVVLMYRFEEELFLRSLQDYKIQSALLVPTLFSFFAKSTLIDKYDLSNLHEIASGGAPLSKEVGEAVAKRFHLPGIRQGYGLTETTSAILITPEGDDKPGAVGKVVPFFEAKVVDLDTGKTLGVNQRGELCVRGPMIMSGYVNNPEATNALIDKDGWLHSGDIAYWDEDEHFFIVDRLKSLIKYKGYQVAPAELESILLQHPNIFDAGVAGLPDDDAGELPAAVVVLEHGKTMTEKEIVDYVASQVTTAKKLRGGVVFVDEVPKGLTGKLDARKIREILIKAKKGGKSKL
#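 Purified P. pyralis luciferase (10nM final) with 10uM D-luciferin and 10uM ATP (Km levels) in 50mM Tris acetate pH 7.5, 10mM Mg acetate, 0.01% Tween-20, 0.05% BSA; qHTS 6-point titration, ~60 µM downward; luminescence read.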
# NPC1 promoter act – qHTS Assay for NPC1 Promoter Activators. Huh7 NPC1 promoter luciferase reporter, 24 h. Potency, µM (titrated, usually from 9.22 µM), inactives show at the top dose activation, hits mostly activators. actives 2.4% (n = 320,000). AID 485313, 2010;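 further: potency means the concentration at half of the fitted maximal effect; % of control where 0% means no effect; nearly all actives have a fitted effect of over 60% in size; reporter is driven by a mutant NPC1 promoter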
#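 Compounds in DMSO were transferred onto Huh7 NPC1-luciferase reporter cells pre-incubated 2 h; after 24 h at 37 °C, Amplite reagent was dispensed and luminescence recorded 10 min later.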
# Rab9 prom act – qHTS Assay for Rab9 Promoter Activators. actives 2.8% (n = 320,000). Potency, µM (highest dose often 9.22 µM), for the others: top-dose activation, negative = inhibition, hits mostly activators. Huh7 Rab9 promoter-luciferase reporter, luminescence, 24 h. AID 485297, 2010; further: potency means the concentration at half of the fitted maximal effect; % of control where 0% means no effect; nearly all actives have a fitted effect of over 60% in size
#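 Rab9 promoter-driven luciferase in stably transfected Huh7 cells; 1500 cells/well rested 2 h, exposed to compound in DMSO for 24 h at 37 °C, 5% CO2. Luminescence read 10 min after adding luciferase reagent at ambient temperature.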
# p53 reactivator – qHTS assay for re-activators of p53 using a Luc reporter; H1299 p53-A138V BP100-luciferase reporter, luminescence, 24 h; Potency, µM (top dose mostly 92.2 µM), for inactives: top-dose activity change, positive = activation, most hits filed as activators; actives 0.063% (n = 320,000); further: potency means the concentration at half of the fitted maximal effect; % of control where 0% means no effect; nearly all actives have a fitted effect of over 45% in size
#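 p53-null H1299 cells stably carrying temperature-sensitive p53-A138V and a BP100-luciferase reporter were pinned with compounds (4-point, 1:5 series) and held 24 hrs at 37 deg C. Luminescence was read 10 min after detection reagent.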
# ELG1 genotox – qHTS screen for small molecules that induce genotoxicity in human embryonic kidney (HEK293T) cells expressing luciferase-tagged ELG1. HEK293T ELG1-luciferase reporter, luminescence, 16 h. Potency, µM (top dose mostly 46 µM), without a hit: at the top dose activity change, positive = activation, actives largely listed as activators. actives 1.3% (n = 330,000). AID 504466, 2011; further: potency means the concentration at half of the fitted maximal effect; % of control where 0% means no effect; nearly all actives have a fitted effect of over 60% in size
#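 DMSO vehicle served as control against compound-treated ELG1-luciferase HEK293T cells; exposure lasted 16 hr at 37 °C and 5% CO2, followed by ONE-Glo luminescence detection after 30 min.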
# TRPV1 ag – HTS Assay for Compounds that Act as Agonists of the Vanilloid Receptor 1; Transient receptor potential cation channel subfamily V member 1 (Homo sapiens), Q8NER1; TRPV1-expressing cells, Fluo-8 calcium influx, agonist mode; activation, % at 8.33 µM; actives 0.19% (n = 320,000); AID 540275, 2011; in the data active means activation above about 80%; inconclusive means between about 30% and that limit; further: 0% is about no effect
#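 Cells expressing TRPV1 were dye-loaded with Fluo-8 and read kinetically: 10 s baseline, 3 min after compound (agonist portion), then 2 min after EC20 capsaicin (allosteric enhancer portion). Calcium-bound dye fluorescence at 480/520 nm.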
# RORgamma inh – qHTS for inhibitors of ROR gamma transcriptional activity; Potency, µM (doses to about 53.6 µM), without a hit: at the top dose activity change, negative = inhibition, hits mostly inhibitors; Nuclear receptor ROR-gamma (Mus musculus), P51450; actives 5.4% (n = 310,000); AID 2551, 2010; Drosophila S2 Gal4-RORgamma UAS-luciferase reporter, 20 h; further: potency means the concentration at half of the fitted maximal effect; on the % scale 0 is the no-effect control and ±100 the full control effect; nearly all actives have a fitted effect of over 60% in size
# Target sequence (P51450 whole entry, looked up, the tested form may be a part): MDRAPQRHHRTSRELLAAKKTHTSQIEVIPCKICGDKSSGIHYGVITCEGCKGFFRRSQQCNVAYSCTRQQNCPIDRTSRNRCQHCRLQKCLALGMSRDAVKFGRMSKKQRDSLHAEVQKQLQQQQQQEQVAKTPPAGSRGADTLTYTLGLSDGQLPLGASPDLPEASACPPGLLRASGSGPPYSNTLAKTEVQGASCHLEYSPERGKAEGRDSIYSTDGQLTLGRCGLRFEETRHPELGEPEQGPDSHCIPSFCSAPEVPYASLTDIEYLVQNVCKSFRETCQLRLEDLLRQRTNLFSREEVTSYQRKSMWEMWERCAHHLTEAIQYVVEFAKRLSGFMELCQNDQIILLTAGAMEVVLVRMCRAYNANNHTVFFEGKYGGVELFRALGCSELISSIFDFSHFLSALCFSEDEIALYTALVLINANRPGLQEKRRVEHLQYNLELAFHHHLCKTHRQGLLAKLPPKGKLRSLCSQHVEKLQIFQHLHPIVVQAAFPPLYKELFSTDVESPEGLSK
#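 Compounds are pin-transferred onto Drosophila Schneider cells expressing a copper-inducible Gal4–ROR gamma transactivation domain fusion. After 1 hr, copper sulfate is added to 700 uM final; luciferase is read 20 hr later.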
# ELG1 repair inh – qHTS screen for small molecules that inhibit ELG1-dependent DNA repair in human embryonic kidney (HEK293T) cells expressing luciferase-tagged ELG1; HEK293T ELG1-luciferase reporter, luminescence, 16 h; DNA damage induced by 5-fluorouridine; actives 2.3% (n = 330,000); Potency, µM (series often up to 46.1 µM), without a hit: at the highest dose activity change, negative = inhibition, usual class: inhibitors; further: potency means the concentration at half of the fitted maximal effect; on the % scale 0 is the no-effect control and ±100 the full control effect; nearly all actives have a fitted effect of over 55% in size
#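 HEK293T cells expressing luciferase-tagged ELG1 (2,000/well) received 5-Fluorouridine plus compound or DMSO for 16 hr at 37 °C. Luciferase was read by ONE-Glo luminescence after 30 min at room temperature.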
# Tb PFK block – qHTS Assay to Find Inhibitors of T. brucei phosphofructokinase; actives 0.17% (n = 330,000); ATP-dependent 6-phosphofructokinase (Trypanosoma brucei brucei), O15648; T. brucei PFK, ADP-Glo luminescence; Potency, µM (series often up to 57.5 µM), without a hit: top-dose activity, negative = inhibition, actives largely listed as inhibitors;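 further: potency means the concentration at half of the fitted maximal effect; 0% = uninhibited 1x PFK enzyme wells and -100% = no-enzyme wells; nearly all actives have a fitted effect of over 60% in size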
#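 Luminescent ADP detection (ADP-Glo, two-step: ATP depletion then ADP-to-ATP conversion for luciferase) reported PFK activity after 45 min room-temperature reaction of 1.25 nM enzyme with 0.5 mM F6P and 0.1 mM ATP at pH 8.0.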
# BRCA1 expr act – qHTS Assay to Identify Small Molecule Activators of BRCA1 Expression | actives 1.1% (n = 380,000) | MCF7-BRCA1-FFLuc reporter, luminescence, 48 h; response scale: scaled: vehicle 0%, 10 µM genistein 100% | Potency, µM (titrated, usually from 46.1 µM), for the others: at the top dose activation, most hits filed as activators; further: potency means the concentration at half of the fitted maximal effect; nearly all actives have a fitted effect of over 80% in size; some results filed as inactive show a strong effect at the top dose
#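 MCF7-BRCA1-FFLuc cells, 2000/well in phenol-red-free MEM, attached 2 h then treated 48 h at 37 C. Luciferase luminescence read 15 min after reagent; normalized to genistein maximum activation (10microM) and DMSO, concentration-response fitted.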
# * = called active by the depositor; ? = inconclusive; . = no result given. Unless noted, the call rests on the fitted dose curve; in most records, active means well fitted curve in the direction sought with a large enough effect; inconclusive means small, poorly fitted or top-dose-only effect, or another doubt; inactive means no such curve, though single readings can be large; an effect the other way counts as inactive or inconclusive. This is a random part of the collection, and some 15% of all compounds hit somewhere here.
SMILES,Gal4-VP16 FLuc,FLuc counter,NPC1 promoter act,Rab9 prom act,p53 reactivator,ELG1 genotox,TRPV1 ag,RORgamma inh,ELG1 repair inh,Tb PFK block,BRCA1 expr act
COCCn1c(SCC(=O)NC(=O)NC(C)C)nc2ccccc21,-4%,-1%,-2%,-5%,-1%,3%,0,8%,-2%,3%,-24%
COc1ccccc1NS(=O)(=O)c1cc(C(=O)NCC(c2cccs2)N2CCOCC2)ccc1C (stereo not given),.,1%,1%,-1%,3%,-5%,10,.,?,-5%,-28%
O=C(Nc1ccc(Cl)c(Cl)c1)Nc1ccc([N+](=O)[O-])cn1,-15%,-13%,5%,4%,6%,11%,-1,-30%,20%,2%,-31%
O=[N+]([O-])c1cc(C(F)(F)F)cc([N+](=O)[O-])c1N1CCCNCC1,13%,-2%,-1%,1%,2%,-4%,-7,-20%,-8%,2%,-36%
COc1ccc(NC(=O)C2CCCN(S(=O)(=O)c3cccc4cccnc34)C2)cc1 (stereo not given),-17%,7%,-4%,-3%,1%,-16%,-2,41%,?,3%,0%
O=C(Cc1ccccc1)N/N=C/c1ccc(OCC(=O)Nc2ccccc2)cc1,21%,0%,-1%,9%,6%,-2%,1,4%,?,-13%,1%
COc1cccc(C(=O)O/N=C(\N)c2ccncc2)c1OC,3%,?,2%,2%,.,?,6,32%,?,0%,?
COc1cccc(CNC(=O)C(=O)NCCC2CCCCN2S(=O)(=O)c2cccs2)c1 (stereo not given),.,8%,1%,-4%,-1%,-17%,-4,.,?,-3%,-30%
COc1ccc(NC(=O)C(=O)NCCN2CCN(C(=O)C(c3ccccc3)c3ccccc3)CC2)cc1,-3%,6%,-4%,-2%,-6%,-8%,.,10%,?,-5%,-41%
CCCn1c(SCC(=O)N(C2CCCCC2)C2CCS(=O)(=O)C2)n[nH]c1=O (stereo not given),.,2%,0%,10%,8%,3%,0,.,27%,1%,-4%
Cc1ccc(Nc2nc(C)cs2)cc1,?,13µM*,?,?,5%,21µM*,-10,21%,?,0%,2.5µM*
C[C@H](NC(=O)c1nc[nH]c1C(=O)N1CCN(C(=O)OC(C)(C)C)CC1)C(=O)OC(C)(C)C,.,2%,1%,-4%,11%,-2%,6,.,5%,15%,-1%
S=C(NCc1ccccc1)Nc1ccc(Oc2ccccc2)cc1,14µM*,-21%,-5%,-3%,7%,-7%,?,13µM*,-20%,-24%,15%
CCOc1ccc(NS(=O)(=O)c2ccc(NC(=S)NC(=O)C(C)C)cc2)cc1,4%,-1%,-2%,-4%,3%,-4%,0,-23%,-15%,-1%,-19%
O=C1Nc2ccc(Cl)cc2C12OCCCO2,1%,1%,4%,4%,-14%,-9%,2,4%,-5%,0%,-32%
C[C@H](NC(=O)OCc1ccccc1)c1nnc([C@H](C)NC(=O)OCc2ccccc2)o1,0%,1%,0%,9%,2%,3%,-5,-3%,13%,2%,0%
Cc1cc(C)cc(OC(=O)N2CCOCC2)c1,1%,3%,-3%,0%,-2%,-1%,-2,-13%,8%,-13%,-1%
Cc1cccc(Cn2c(C)nc3ccc([N+](=O)[O-])cc3c2=O)c1,-7%,3%,-3%,-2%,0%,1%,-2,28%,0%,-7%,-23%
Cc1ccc(S(=O)(=O)N2CCOCC2)cc1C(=O)NCC1CCCO1 (stereo not given),0%,-1%,4%,5%,3%,-5%,-6,0%,24%,-17%,7%
COC(=O)c1cn[nH]c1NC(=S)Nc1ccc(Cl)c(Cl)c1,?,0.43µM*,0.63µM*,0.35µM*,?,0.41µM*,2,?,?,?,11%
CN(CC(=O)Nc1ccccc1Cl)C(=O)COc1cccc2c1OC(C)(C)C2,.,5%,-2%,1%,-9%,17%,9,.,-10%,2%,-1%
NC(=O)C1CCN(C(=O)c2ccccc2CCc2ccccc2)CC1,1%,-1%,-1%,-1%,3%,0%,1,-7%,3%,-5%,11%
O=C(NCc1ccc2c(c1)OCO2)C(C(=O)c1ccccc1)n1cc(Cl)ccc1=O (stereo not given),0%,2%,-1%,-4%,5%,0%,2,18%,21%,0%,-7%
Cc1ccc(S(=O)(=O)C2(C(=O)Nc3cccc(F)c3)CC2)cc1,-2%,5%,-4%,1%,-4%,-9%,4,-14%,?,0%,2%

# Part of the list above in another layout.
SMILES | Gal4-VP16 FLuc | FLuc counter | NPC1 promoter act | Rab9 prom act | p53 reactivator | ELG1 genotox | TRPV1 ag | RORgamma inh | ELG1 repair inh | Tb PFK block | BRCA1 expr act
Cc1cc(C)cc(OC(=O)N2CCOCC2)c1 | 1% | 3% | -3% | 0% | -2% | -1% | -2 | -13% | 8% | -13% | -1%
Cc1cccc(Cn2c(C)nc3ccc([N+](=O)[O-])cc3c2=O)c1 | -7% | 3% | -3% | -2% | 0% | 1% | -2 | 28% | 0% | -7% | -23%
Cc1ccc(S(=O)(=O)N2CCOCC2)cc1C(=O)NCC1CCCO1 (stereo not given) | 0% | -1% | 4% | 5% | 3% | -5% | -6 | 0% | 24% | -17% | 7%
COC(=O)c1cn[nH]c1NC(=S)Nc1ccc(Cl)c(Cl)c1 | ? | 0.43µM* | 0.63µM* | 0.35µM* | ? | 0.41µM* | 2 | ? | ? | ? | 11%

# More records
SMILES,Gal4-VP16 FLuc,FLuc counter,NPC1 promoter act,Rab9 prom act,p53 reactivator,ELG1 genotox,TRPV1 ag,RORgamma inh,ELG1 repair inh,Tb PFK block,BRCA1 expr act
CCN1C(=O)CSC1=NC12CC3CC(CC(C3)C1)C2,4%,3%,0%,-5%,-3%,4%,?,-20%,-1%,5%,3%
O=C(N/N=C/c1ccco1)c1[nH]ncc1Br,-6%,?,11%,16%,19%,5%,0,2%,?,-4%,.
COc1ccc(Br)cc1C(=O)Nc1ccc(C(=O)O)cc1,3%,-14%,0%,-4%,2%,1%,-2,18%,-16%,29%,0%
O=C(c1ccc([N+](=O)[O-])cc1)N1CCC(n2nnc3cc(F)ccc32)CC1,?,-6%,1%,-1%,-3%,0%,-2,-5%,12%,-17%,-4%
Cc1nc2ccccc2cc1OCc1ccc(F)cc1,6.3µM*,?,-12%,-19%,13%,-7%,?,9%,?,-4%,-35%
CC(C)(C)OC(=O)C[C@@H]1C/C=C\C[C@H](CC(=O)N[C@H](CO)Cc2ccccc2)C(=O)N[C@@H](Cc2c[nH]c3ccccc23)COC1=O,.,.,.,.,-1%,-2%,.,.,-28%,1%,-8%
CCn1c(=N)n(CC(=O)c2ccc(Br)s2)c2ccccc21,?,-6%,-4%,-2%,17%,0%,3,?,?,-3%,-3%
S=C(NCc1ccccc1)N1CCn2cccc2C1c1ccncc1 (stereo not given),0%,2%,-4%,-4%,-3%,-7%,19,4µM*,-12%,-3%,-30%
O=C(Cn1cnc2cc([N+](=O)[O-])ccc2c1=O)Nc1cccc(S(=O)(=O)N2CCOCC2)c1,2%,-13%,11%,-1%,3%,2%,-6,-14%,3.3µM*,-1%,-37%
CN(C)S(=O)(=O)c1ccc(C(=O)Nc2nnc(SCc3ccccc3)s2)cc1,-1%,-1%,2%,-1%,2%,3%,1,-1%,4%,0%,9%
O=C(CN1CCCC1=O)NC1CCCc2c1cnn2-c1cc(F)cc(F)c1 (stereo not given),4%,1%,15%,23%,18%,-2%,-3,15%,3%,-1%,43%

# Source: PubChem BioAssay
